PME-1 primary = PME-1 inhibitors via competitive probe labeling, primary screen, biochemical, fluorescence polarization, FP-Rh probe, HTS; recombinant PME-1; inhibition, % at 5.9 µM; 320,000 tested, 0.53% active;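 active = inhibition above the campaign mean of all compounds plus 3 SD, cut at about 26% in these data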;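 also: competitive labeling of PME-1 active site by serine hydrolase directed probe; 0% = PME-1 with DMSO and 100% = wells lacking PME-1 enzyme; inhibitors block probe labeling so polarization falls and inhibition rises; many of its hits are not listed in these tables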
Target sequence (Q9Y570 whole entry, looked up): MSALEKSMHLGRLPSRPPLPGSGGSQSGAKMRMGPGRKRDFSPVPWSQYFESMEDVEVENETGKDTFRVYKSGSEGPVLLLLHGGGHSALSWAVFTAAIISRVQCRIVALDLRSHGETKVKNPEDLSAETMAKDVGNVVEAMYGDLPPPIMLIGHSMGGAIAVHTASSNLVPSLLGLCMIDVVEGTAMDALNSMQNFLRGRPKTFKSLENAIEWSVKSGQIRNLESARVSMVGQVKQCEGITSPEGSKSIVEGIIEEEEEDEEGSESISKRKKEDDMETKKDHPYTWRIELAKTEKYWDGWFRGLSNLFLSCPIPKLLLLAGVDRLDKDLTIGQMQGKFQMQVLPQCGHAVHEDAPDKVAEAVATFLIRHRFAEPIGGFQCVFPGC
GRK2 inh = compounds blocking aptamer binding on GRK2 – biochemical, human GRK2, bead flow cytometry, HTS, primary screen; Beta-adrenergic receptor kinase 1 (Homo sapiens), P25098; AID 488847, 2010; 330,000 tested, 0.59% active; inhibition of aptamer binding, % at 10 µM; FAM-aptamer displacement from GRK2;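 active = inhibition of aptamer binding above 40%, roughly 3 SD of noise, on plates passing a quality check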;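 also: median bead fluorescence of bound FAM aptamer so fluorescent compounds give negative values; no value below 0 was filed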
Efflux pump mplx = inhibitors of Candida efflux pumps in yeast, primary screen, S. cerevisiae, Nile Red, multiplex | S. cerevisiae Candida pump triplex | inhibition, % at 10 µM | 330,000 tested, 0.44% active;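 active = plate passing quality check with inhibition over a set limit, or well fluorescence over plate mean plus 4 SD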;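 also: Nile Red retained in pooled yeast measured as flow cytometry median fluorescence; 0% = buffer negative control and 100% = Enniatin B positive control; higher means more Nile Red kept so more efflux inhibition; some compounds called inactive have numbers as strong as hits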
Fam108B inh = mouse Fam108B serine hydrolase inhibitors, primary screen, counter-screen for RBBP9 inhibitor project, biochemical, fluorescence polarization; recombinant Fam108B, FP-Rh probe fluorescence polarization; 300,000 tested, 0.33% active; inhibition, % at 9.51 µM;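 active = inhibition above the screen mean inhibition plus 3 SD, computed separately per campaign, cut at about 18% in these data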;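 also: inhibitors lower polarization as less probe binds the enzyme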
BCLXL inh = inhibitors of human Bcl-xL, primary screen, biochemical, fluorescence polarization, HTS | AID 2129, 2009 | 320,000 tested, 0.7% active | inhibition, % at 10.9 µM | GST-Bcl-xL / FITC-Bim BH3 peptide fluorescence polarization;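 active = inhibition above the mean of all tested compounds plus 3 SD, cutoff set per campaign, cut at about 30% in these data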;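 also: 0% = DMSO wells and 100% = unlabeled Bim-BH3 peptide competitor; inhibitors lower millipolarization by displacing the labeled peptide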
MEX-5 binding = MEX-5 zinc finger RNA-binding disruptors – biochemical, C. elegans, fluorescence polarization, MLPCN library, primary screen | MEX-5/FITC-TCR2 RNA binding; hits give low values | 300,000 tested, 0.38% active | AID 1832, 2009 | activity score (negative = inhibition of binding), % at 10 µM;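 active = inhibition past about -25% in most replicates, and total fluorescence under double the plate's negative control median, limit read from the data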;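 also: 0% = DMSO and -100% = 5 µM competing unlabeled TCR2 RNA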
GLD-1 TGE inh = GLD-1/TGE RNA complex disruptors, primary screen, biochemical, fluorescence polarization. inhibition, % at 5.96 µM. 320,000 tested, 0.44% active. purified GLD-1 + fluorescein TGE RNA. Female germline-specific tumor suppressor gld-1 (Caenorhabditis elegans), Q17339;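 active = percent inhibition above a per-plate cutoff, the plate mean of test compounds plus 3 SD, cut at about 30% in these data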;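 also: 0% = DMSO wells with GLD-1 and probe and 100% = wells lacking GLD-1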
Target sequence (Q17339 whole entry, looked up): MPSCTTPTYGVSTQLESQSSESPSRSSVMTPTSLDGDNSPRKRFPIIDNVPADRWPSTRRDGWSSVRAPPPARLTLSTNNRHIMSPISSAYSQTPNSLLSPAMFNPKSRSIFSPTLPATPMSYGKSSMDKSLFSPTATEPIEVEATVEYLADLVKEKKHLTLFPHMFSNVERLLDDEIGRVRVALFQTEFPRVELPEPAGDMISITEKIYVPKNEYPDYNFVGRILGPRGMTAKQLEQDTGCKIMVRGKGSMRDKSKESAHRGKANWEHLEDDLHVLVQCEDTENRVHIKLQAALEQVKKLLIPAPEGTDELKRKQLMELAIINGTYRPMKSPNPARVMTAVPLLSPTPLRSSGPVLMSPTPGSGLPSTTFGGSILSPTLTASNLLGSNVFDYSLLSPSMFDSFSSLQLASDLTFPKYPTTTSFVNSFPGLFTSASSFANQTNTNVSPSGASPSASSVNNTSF
VLA-4 inh = inhibition in human VLA-4 binding assay, primary screen, VLA-4 allosteric modulator project, MLPCN library, flow cytometry, VLA-4 expressing cells. Integrin alpha-4 (Homo sapiens), P13612. ligand binding flow cytometry. inhibition, % (about 7 µM as worked out from the volumes in the protocol). 330,000 tested, 0.2% active; in the data active = inhibition above about 50%
MCL1-BIM inh = inhibitors of MCL1 binding to BIM-BH3, primary screen, biochemical, fluorescence polarization; Induced myeloid leukemia cell differentiation protein Mcl-1 (Homo sapiens), Q07820; GST-MCL1 / FITC-Bim-BH3 fluorescence polarization; inhibition, % at 10.9 µM; 320,000 tested, 0.68% active; AID 2057, 2009;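 active = inhibition above the mean inhibition of all tested compounds plus 3 SD, set per campaign, cut at about 40% in these data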;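 also: 0% = DMSO wells and 100% = unlabeled Bim-BH3 peptide control; higher means more loss of mP so more displacement of Bim peptide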
The depositor's hits bear a star; x = not tested or not shown.

SMILES	PME-1 primary	GRK2 inh	Efflux pump mplx	Fam108B inh	BCLXL inh	MEX-5 binding	GLD-1 TGE inh	VLA-4 inh	MCL1-BIM inh
COC(=O)c1ccc(NC(=O)CSc2nnc(C)n2-c2ccccc2)cc1	-2.9	1.0	-0.4	-2.0	6.7	1.7	4.2	3.5	10.0
CC(NC(=O)c1ccc(Br)s1)c1ccncc1 (stereo not drawn)	5.0	0.0	0.0	-2.5	-2.6	1.7	-0.7	40.0	-2.0
NC(=O)c1ccsc1NC(=O)CSc1nnc2ccccn12	-9.3	0.0	0.1	3.8	5.2	-0.1	10.9	3.3	10.3
O=c1[nH]c(Sc2ccc([N+](=O)[O-])cc2[N+](=O)[O-])nc2ccccc12	-7.6	1.0	-0.1	3.1	4.1	1.3	2.5	-23.8	3.0
O=C(CCOc1ccccc1)Nc1ccnn1C1CCN(C(=O)CCC(F)(F)F)CC1	-2.6	98.0*	0.0	-0.9	6.6	-1.8	-7.1	-112.0	5.4
Cc1ccc(-c2nnn(CC(=O)NC3CCCc4ccccc43)n2)cc1 (stereo not drawn)	1.2	0.0	0.0	-9.8	4.7	3.4	3.5	-1.2	4.4
O=C(Nc1ccc2c(c1)OCO2)C1CCCN(S(=O)(=O)c2cccs2)C1 (stereo not drawn)	11.7	1.0	0.0	0.9	-2.2	-3.0	2.5	24.9	-5.7
COC(=O)c1ccccc1NS(=O)(=O)c1ccc2c3c(cccc13)C(=O)N2	1.2	3.0	-0.1	2.8	4.9	-0.4	5.8	4.7	11.8
Cc1ccc(-c2nc3ccccc3[nH]2)cc1NC(=O)/C=C/c1ccco1	-26.6	4.0	0.1	-12.9	-1.5	3.9	4.6	11.9	-4.8
CC1=CC(C)(C)N(C(=O)CSc2nnc(-c3ccc(C)cc3)o2)c2ccc(C)cc21	-0.5	3.0	0.4	-2.2	2.8	-1.5	-0.1	0.0	3.0
CC#CCN1c2ccccc2[C@]23C[C@@H](C(=O)OC)N(C(=O)NC4CCCCC4)C2=NC(C(=O)OC)=C(C(=O)OC)[C@H]13	0.7	2.0	0.0	-4.0	3.0	-0.2	19.0	-8.4	4.1
CCn1c2ccccc2c2cc(NC(=O)CSc3nnc(-c4cccc(OC)c4)n3N)ccc21	19.6	0.0	0.1	10.4	-2.8	-5.8	0.9	-8.5	-7.7
Nc1cc2c3c(cccc3c1)C(=O)N(CCN1CCCC1)C2=O	-4.5	9.0	0.5	0.3	124.6*	-28.1*	35.6*	-84.0	144.8*
Cc1cc(Cl)ccc1OCc1cn2cccnc2n1	0.0	0.0	0.1	4.3	5.6	-0.8	9.4	3.0	5.7
CCCc1cc(=O)[nH]c(SCC(=O)N2CCN(S(=O)(=O)c3ccc(C)cc3C)CC2)n1	3.0	3.0	-0.1	-0.2	3.7	-4.4	0.4	-1.6	5.5
COc1cc(-n2c(C)nc3cccnc32)c(Cl)cc1C(=O)O	-5.3	2.0	0.0	2.9	4.4	0.8	-2.6	9.3	5.9
CCOC(=O)c1ccc(-n2cncn2)nc1	-0.4	3.0	-0.1	1.6	-0.2	-0.1	-5.9	6.6	-4.0
CCOc1ccc(NC(=O)COC(=O)Cc2ccsc2)cc1	x	2.0	0.1	x	x	x	3.5	12.1	x
CSc1ccccc1NC(=O)CN(C)C(C)C(=O)Nc1ccc(C#N)cc1 (stereo not drawn)	0.3	3.0	-0.1	2.3	1.3	0.7	3.2	-3.6	6.5
Cc1sc2nc(CSCC(=O)Nc3ccccc3C#N)[nH]c(=O)c2c1C	6.0	0.0	-0.4	3.5	0.2	x	-14.6	0.0	-21.1
Cc1ccc2c(c1)N(CCCC(=O)NCc1cccnc1)C(=O)CO2	0.5	0.0	-0.3	-0.6	7.3	-0.3	8.2	7.7	10.8
O=[N+]([O-])c1ccc(Cl)cc1N/N=C/c1ccncc1	2.1	0.0	0.0	0.5	1.2	0.1	6.2	-9.8	6.2
COC(=O)N1CCc2c(sc(NC(=O)C3=COCCO3)c2C#N)C1	3.3	0.0	0.2	-0.4	-1.2	-3.2	2.2	-2.6	-2.2
Cc1cccc(C)c1NC(=O)CNC(=O)c1ccc2c(c1)NC(=O)CS2	x	0.0	0.0	x	x	x	2.5	14.5	x
NS(=O)(=O)c1ccc(CCNCC#Cc2ccccc2)cc1	0.0	0.0	0.0	1.6	5.9	0.6	-1.2	14.3	0.1
O=C(CCCNC(=O)c1ccc(Cl)cc1)Nc1cccc(S(=O)(=O)N2CCCCC2)c1	21.0	0.0	0.1	x	-3.4	x	1.1	-8.1	-9.7
CC(C)Cn1c(=O)c(C(=O)N/N=C/c2cccc(F)c2)c(O)c2ccccc21	-5.2	0.0	0.5	-0.6	1.6	0.2	-2.9	6.9	9.8
COc1ccc(N2CCN(Cc3nc4ccccc4n3C)CC2)cc1	1.2	0.0	0.0	-5.5	2.2	-0.7	10.3	3.0	4.3
COc1cc(OC)c(N(C)S(=O)(=O)c2cccc(C(=O)Nc3nc(C)cs3)c2)cc1Cl	-8.8	0.0	0.1	x	0.8	x	5.3	0.9	-3.0
CCNS(=O)(=O)c1ccc(NC(=O)c2ccc(Cn3cc(Br)cn3)o2)cc1	9.7	3.0	0.3	4.0	-2.3	2.0	-4.2	-17.3	0.6
Cc1[nH]c(=O)[nH]c(=O)c1S(=O)(=O)N1CCN(c2ccccc2F)CC1	-0.9	0.0	0.0	3.6	4.2	-1.0	5.1	8.4	0.7
COC(=O)c1ccccc1NC(=O)c1ccc2c(c1)C(=O)N(Cc1ccco1)C2=O	-6.1	2.0	-0.1	4.3	0.5	0.4	-1.3	8.4	0.9
c1cc(OCCCN2CCCCC2)ccc1CN1CCCCC1	-5.0	0.0	0.0	2.7	0.1	4.2	3.1	-10.4	-4.5
Nc1ccc(N)c(C(=O)O)c1	3.8	88.0*	0.0	56.9*	57.8*	-9.3	21.1	1.7	101.0*
CCc1noc(C)c1C(=O)OCC(=O)c1ccc(NC(C)=O)cc1F	x	3.0	0.0	x	x	x	0.1	2.0	x
CCSC1=C(C#N)C2(CCCC2)C(C#N)=C(N)N1	-8.9	1.0	-0.1	-6.2	-0.1	1.7	-2.3	14.9	3.6
O=S(=O)(c1ccccc1)N1CCN(c2cc(-c3ccccc3)nc3ncnn23)CC1	3.3	0.0	0.0	0.8	0.8	-0.8	3.0	-10.5	-2.2
CC1CCN(C(=O)CSc2nnc(CN3CCOCC3)n2-c2ccccc2)CC1	7.2	1.0	0.0	-2.8	3.8	x	2.1	3.7	1.5
CCN(C[C@H]1N[C@@](CC)(C(=O)OC)[C@H]2C(=O)N(Cc3ccccc3)C(=O)[C@@H]12)S(=O)(=O)c1ccccc1	x	0.0	0.2	x	x	x	3.5	1.2	x
Cc1ccc2cc(CCNC(=O)C(C)(C)C)c(=O)[nH]c2c1	-1.6	2.0	0.0	2.3	-2.8	2.5	-3.5	1.8	4.8
O=C(NC1CCCCC1)N1CCC(c2nc(-c3ccc(S(=O)(=O)N4CCCC4)cc3)no2)CC1	-6.8	1.0	-0.3	-2.0	2.5	0.4	4.5	4.7	4.7
O=C(CCCC(=O)N(CC(=O)NC1CCCC1)c1cccc(F)c1)Nc1ccccn1	-0.7	0.0	0.3	2.2	4.5	-0.8	0.6	21.4	0.8
CCO[C@@H]1OC(C(=O)N2CCN(C)CC2)=C[C@H](c2ccc(C(F)(F)F)cc2)[C@H]1CCCO	-1.3	0.0	0.0	-2.6	2.9	3.4	9.5	-2.2	6.0
COc1ccc(NC(=S)Nc2cccc(Cl)c2Cl)cc1OC	4.0	1.0	0.2	-0.1	3.4	0.6	1.6	20.3	2.5
Cc1cc(NC(=O)Cn2c(=O)n(CCCCC(=O)NC3CCN(Cc4ccccc4)CC3)c(=O)c3ccccc32)n[nH]1	1.2	2.0	-0.1	0.4	1.4	-1.6	0.0	-5.8	4.3
COc1ccc(N2CCN(C(=O)c3c(C)nn(-c4ccccc4)c3C)CC2)cc1	-12.7	2.0	-0.5	-2.7	2.6	-2.0	2.0	-6.2	5.9
COc1ccc(NC(=O)CSCc2cc(=O)n3nc(C4CC4)sc3n2)cc1	0.6	0.0	0.2	3.1	1.7	0.1	-0.7	7.4	4.0
O=S(=O)(c1ccc(F)cc1)N1CCN(C(=S)NC2CCCC2)CC1	8.5	0.0	-0.1	-4.8	5.3	-3.2	7.5	1.2	10.3
CS(=O)(=O)n1nc(OC(=O)c2cccs2)cc1N	-3.6	x	x	-4.0	1.6	-2.9	-1.2	x	-1.6
CCCCOc1ccc(C(=O)NCCc2cccs2)cc1	6.5	0.0	0.2	1.4	0.3	-0.6	10.0	12.1	-5.2
COC(=O)c1scc2c(Oc3ccccc3)cc(C(F)(F)F)nc12	-1.3	0.0	0.2	-3.4	0.8	0.2	4.4	5.0	9.9
COc1cc(NS(=O)(=O)c2ccc3ccccc3c2)c2ncccc2c1	-9.3	0.0	0.1	-10.5	1.4	-0.9	4.4	1.9	3.3
O=C(CN(Cc1ccco1)C(=O)CNS(=O)(=O)c1ccccc1)NCc1ccc(F)cc1	-5.1	0.0	0.0	3.7	-0.2	-0.8	4.8	9.4	-1.9
CCOc1ccc(N(C(=O)C2CCCO2)C2C=CS(=O)(=O)C2)cc1 (stereo not drawn)	2.3	3.0	0.1	1.3	-8.9	1.4	-2.4	0.8	-2.3
COc1ccc(CSCC(=O)N/N=C/c2ccc(OCC(=O)N3CCCCC3)cc2)cc1	2.3	0.0	0.0	3.4	-15.8	1.3	-0.2	7.9	-21.2
COc1ccc(CNC(=O)CC2C(=O)NCCN2C2Cc3ccccc3C2)cc1 (stereo not drawn)	-0.2	8.0	1.3	-0.8	-0.9	1.3	7.8	7.6	-1.9
OCCn1c(-c2ccccc2)csc1=Nc1ccccc1	-5.2	0.0	0.5	-2.3	7.3	0.2	6.6	13.4	12.9
O=C(Nc1c2c(nn1-c1ccccc1)CS(=O)(=O)C2)c1ccco1	-6.6	0.0	0.0	-1.9	-1.7	2.0	3.0	-6.3	4.2
Cc1ccc(C(=O)Nc2ccc3nc(C)sc3c2)s1	-2.3	1.0	-0.5	0.0	7.0	-0.8	-6.2	2.3	3.9
CC(C)(C)C(=O)Nc1ccccc1C(=O)NCCC(=O)Nc1ccccc1	0.4	0.0	0.0	0.4	3.9	2.1	5.5	-10.9	9.7
Cn1cccc1C(=O)Nc1nccs1	1.2	1.0	0.0	-0.9	-4.2	-1.4	-3.1	-2.6	-1.0
COc1cccc(/C=C2\SC(=N)N(c3ccc(F)cc3)C2=O)c1	-0.9	2.0	0.1	3.6	4.8	-4.9	5.5	5.1	1.8

High-throughput results as filed in PubChem BioAssay.

An excerpt; count on the stated rates, not on these rows.
